Assay outcomes: PubChem, several laboratories
Diaph act CS: diaphorase activation or chemical reduction counter-screen. Diaphorase/resazurin coupled assay, resorufin fluorescence, 16 min; hits give high values; 1 = vehicle wells, 0 = NADH-free wells. activation factor at 20 µM. 0.005% of 190,000 active;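 active = diaphorase activity raised at least twofold by the compound at 20 µM; inactive = activation factor below 2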
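Material: purified diaphorase enzyme from Clostridium kluyveri / Medium: HEPES pH 7.4 buffer with MgCl2 and Tween 20 / Schedule: enzyme reaction of 16 min at room temperature / Measured by: resorufin fluorescence, excitation 544 nm, emission 590 nm / Evaluation: rise in resorufin formation, marking diaphorase activation or chemical reduction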
PMI act satM6P: PMI (human) activation, high substrate | activation factor at 20 µM | 0.34% of 190,000 active | coupled PMI enzyme assay, resazurin fluorescence, 20 min; hits give high values; 1 = untreated enzyme, 0 = substrate-free blank;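 active = activation factor of 2 or more at 20 µM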
Target sequence (P34949 whole entry, looked up): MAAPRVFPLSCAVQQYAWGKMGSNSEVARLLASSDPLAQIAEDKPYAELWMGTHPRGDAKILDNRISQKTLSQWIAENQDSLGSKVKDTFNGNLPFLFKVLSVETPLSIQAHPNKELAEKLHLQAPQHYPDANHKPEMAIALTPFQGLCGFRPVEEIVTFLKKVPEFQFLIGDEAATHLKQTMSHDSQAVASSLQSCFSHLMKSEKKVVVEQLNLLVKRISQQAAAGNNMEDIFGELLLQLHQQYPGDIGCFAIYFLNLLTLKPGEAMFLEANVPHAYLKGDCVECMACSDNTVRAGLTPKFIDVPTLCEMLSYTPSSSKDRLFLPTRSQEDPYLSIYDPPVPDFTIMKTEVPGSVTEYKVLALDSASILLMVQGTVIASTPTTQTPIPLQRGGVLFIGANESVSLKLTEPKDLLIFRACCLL
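Test system: human phosphomannose isomerase with PGI, G6PDH, diaphorase coupling enzymes / Doses: 20 µM compound, 1% DMSO / Times: enzyme reaction with compound 20 min at room temperature / Measured by: Diaphorase-driven resazurin-to-resorufin fluorescence, excitation 544, emission 590 nm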
L major viab: inhibitors of Leishmania major promastigote growth. Leishmania major promastigotes, resazurin fluorescence viability. inhibition, % at 10 µM. 9% of 200,000 active;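 also: promastigotes grown with compound for 44 hours at 28 °C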
Redox H2O2 prof: compounds producing H2O2 with reducing agent – biochemical, NIH compound library profiling, artefact control for MLSCN library redox annotation, primary screen; 0.03% of 200,000 active; DTT-dependent redox cycling H2O2, phenol red/HRP absorbance; 100% = 100 µM peroxide control, 0% = buffer; activation, % at 10 µM;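 active = activation of at least 50% relative to the plate's high and low controls in the primary single-dose screen; inactive = activation below 50%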;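 also: compound incubated with DTT at 0.8 mM final as the reducing agent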
S1P3 antag: S1P3 (human) receptor antagonism. 0.27% of 170,000 active. CHO S1P3 NFAT-BLA reporter, FRET fluorescence, antagonist mode. inhibition, % at 4.98 µM. Q99500;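 active = inhibition above the plate cutoff, the mean inhibition of test wells on that plate plus 3 SD, cut at about 28% in these data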;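 also: cells challenged with S1P at its EC80 of 0.8 µM; blue over green emission ratio from cleaved BLA substrate after 4 h stimulation; 0% = S1P-stimulated wells and 100% = unstimulated DMSO-only wells; some compounds past the cut are filed as inactive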
Target sequence (Q99500 whole entry, looked up): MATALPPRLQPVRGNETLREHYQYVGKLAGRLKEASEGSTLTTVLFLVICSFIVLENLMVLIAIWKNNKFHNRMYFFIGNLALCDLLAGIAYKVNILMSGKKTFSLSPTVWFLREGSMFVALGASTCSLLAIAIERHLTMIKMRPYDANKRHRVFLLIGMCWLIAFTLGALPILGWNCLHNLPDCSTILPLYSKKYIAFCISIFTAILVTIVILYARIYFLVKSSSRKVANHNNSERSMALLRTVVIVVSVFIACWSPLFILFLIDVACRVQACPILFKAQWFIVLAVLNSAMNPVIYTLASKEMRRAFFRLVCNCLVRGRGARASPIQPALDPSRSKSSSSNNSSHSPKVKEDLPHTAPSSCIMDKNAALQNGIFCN
G6PDH counter: counter-screen for G6PDH assay hits: L. mesenteroides G6PDH inhibition; Purified L. mesenteroides G6PDH, diaphorase/resazurin coupled fluorescence, 45 min; inhibition, % at 5 µM; 0.12% of 200,000 active; AID 1020
RAM network inh: yeast RAM network inhibition; 1.8% of 190,000 active; inhibition, % at 50 µM; S. cerevisiae dse1pr::URA3 reporter, 5-FOA growth OD615, 2 d; analog-sensitive cbk1-as2 kinase mutant strain;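 active = inhibition above a set limit, 3 SD over mean compound inhibition, cut at about 8.4% in these data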;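 also: 0% = DMSO-only wells with no growth and 100% = 10 µM 1-NA-PP1 full growth; inhibition rescues growth on 5-FOA so higher OD means more RAM inhibition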
Hsp70 act: transcriptional activators of Hsp70. HeLa Hsp70 promoter luciferase reporter, luminescence; scaled: vehicle 0, proteasome-inhibitor control 100%. AID 1203. activation, % at 10 µM. 0.04% of 200,000 active;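 active = activation above the mean across all tested compounds plus 3 SD, cutoff set per campaign, cut at about 5.5% in these data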;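 also: 100% = MG132 at 30 µM as the positive control and 0% = DMSO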
PMI act: increases human mannose-6-phosphate isomerase activity | purified human PMI, coupled resazurin fluorescence, 20 min; hits give high values; 1 = vehicle control, 0 substrate-free wells | activation factor at 20 µM | 0.005% of 190,000 active | AID 1214;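 active = activation factor of 2 or more at 20 µM, relative to plate controls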
TLR4 MyD88 comp: TLR4-MyD88 interaction inhibition in cells. HeLa CL3-4 TLR4/MyD88 BLA complementation, FRET ratio. 0.18% of 200,000 active. inhibition, % at 8.4 µM; in the data active = inhibition above about 25%;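 also: 0% = vehicle and 100% = reference inhibitor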
Diaph inh CS: diaphorase inhibition or chemical oxidation counter-screen; inhibition, % at 20 µM; diaphorase resazurin-to-resorufin fluorescence, NADH, 16 min; bacterial (C. kluyveri) enzyme, not human; AID 1217; 0.69% of 190,000 active;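 active = primary screen inhibition at 20 µM above a set limit, cut at about 50% in these data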;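 also: plate controls were DMSO with full reaction for no effect and wells lacking NADH for full effect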
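Benchmarks: positive control wells lacking NADH, neutral wells with DMSO only. System: bacterial diaphorase enzyme (C. kluyveri). Input: 0.14 U/mL diaphorase, enzyme working solution. Detection: resorufin fluorescence, excitation 544 nm, emission 590 nm. Times: 16-min room-temperature incubation before reading.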
An asterisk follows results filed as active; · = no result given. Rule as the data show it, unless noted: active = inhibition above about 50%; inactive = the rest.

item	molecule	Diaph act CS	PMI act satM6P	L major viab	Redox H2O2 prof	S1P3 antag	G6PDH counter
1	COc1cccc(-n2c(Cc3cc(=O)[nH]c(=O)[nH]3)nnc2SC(C)C)c1	0.9	1.1	0	-2.1	-8	15
2	CC(=O)Nc1nc2ccccc2n1CCN(C)C	0.7	1	-7	0.4	7	3
3	O=C(Nc1ccc2c(c1)OCO2)C1CC(=O)N(c2ccc3c(c2)OCCO3)C1 (stereo unspecified)	1	1	-4	-0.1	-2	-1
4	CCOC(=O)C1CCCN(C(=O)COc2ccccc2O)C1 (stereo unspecified)	0.8	1	-8	0.0	·	13
5	Cn1cccc1C(=O)NC(=O)COC(=O)CC12CC3CC(CC(Br)(C3)C1)C2	0.7	0.9	-6	0.3	·	-5
6	O=C(CN1C(=O)CCSc2ccccc21)Nc1ccc2c(c1)OCCO2	0.8	0.9	-4	-0.7	-8	-3
7	CCOc1ccc(N/C(SC)=C(/C#N)C(N)=O)cc1	1	1	8	-0.1	·	6
8	O=C(CSc1nc2c(sc3ccccc32)c(=O)n1CCCN1CCCC1)NCc1ccccc1	0.8	1	99*	-0.5	-19	-4
9	C[C@]1(C(=O)NCCCNc2ncc(C(F)(F)F)cc2Cl)C=C[C@@H](Cc2ccccc2)N1C(=O)c1ccccc1	0.7	0.8	17	3.0	-4	22
10	Cc1ccc(S(=O)(=O)N/N=C/c2cccn2-c2ccc(Cl)cc2)cc1	0.9	1.4	1	-3.8	·	6
11	COCCNC(=S)N1CCN(Cc2cccc(OC)c2)CC1	0.9	1.1	3	0.8	-11	8
12	O=C(O)CCC(=O)Nc1ccc(Br)cn1	0.8	1	-9	-0.7	14	2
13	CC(C)c1ccc(CC(C)C2C3=C(CCCC3=O)OC3=C2C(=O)CCC3)cc1 (stereo unspecified)	0.8	0.9	13	-12	·	6
14	O=C(O)CSc1nc(-c2ccc(Cl)cc2)nc2c1oc1ccccc12	0.9	1.1	-5	0.4	-5	-3
15	Nc1nnc(CSc2ccc(Cl)cc2)s1	0.9	0.9	-8	-0.5	·	10

item	RAM network inh	Hsp70 act	PMI act	TLR4 MyD88 comp	Diaph inh CS
1	0.1	-0.1	1.1	5	14
2	1.7	-0.3	0.9	7	25
3	3.4	-0.4	1	12	3
4	0.4	-0.3	0.9	4	16
5	3.5	-0.2	0.9	-1	25
6	6.2	-0.3	1	3	16
7	0.0	0.3	0.9	0	2
8	2.2	0.1	0.9	1	22
9	5.4	0.8	0.8	5	27
10	4.7	0.0	1.4	-9	10
11	0.2	0.0	1	-6	5
12	1.8	-0.8	1	7	17
13	5.5	-0.3	0.9	2	17
14	15*	-0.2	1.2	-7	12
15	4.0	0.4	0.9	1	12

Brought forward from above: five entries; new compounds follow.
item	molecule	Diaph act CS	PMI act satM6P	L major viab	Redox H2O2 prof	S1P3 antag	G6PDH counter
11	COCCNC(=S)N1CCN(Cc2cccc(OC)c2)CC1	0.9	1.1	3	0.8	-11	8
12	O=C(O)CCC(=O)Nc1ccc(Br)cn1	0.8	1	-9	-0.7	14	2
13	CC(C)c1ccc(CC(C)C2C3=C(CCCC3=O)OC3=C2C(=O)CCC3)cc1 (stereo unspecified)	0.8	0.9	13	-12	·	6
14	O=C(O)CSc1nc(-c2ccc(Cl)cc2)nc2c1oc1ccccc12	0.9	1.1	-5	0.4	-5	-3
15	Nc1nnc(CSc2ccc(Cl)cc2)s1	0.9	0.9	-8	-0.5	·	10
16	COc1cc2c(cc1NC(=O)CCCCCN1C(=O)CCC1=O)oc1ccccc12	1	1.1	3	0.2	·	9
17	Cc1onc(C(=O)N2C(C)CCCC2C)c1[N+](=O)[O-] (stereo unspecified)	1	1	-2	-0.9	-16	0
18	Cc1cc(C)c(C(=O)CSc2nnc(C)c(=O)[nH]2)cc1C	1	1.1	4	-1.1	-9	3
19	COc1ccc(/C=N/NC(=O)c2ccn[nH]2)cc1COc1ccc(Cl)cc1Cl	0.7	0.9	7	1.8	·	8
20	Cc1ccc(C)c(N=Nc2nc3ccccc3n2C)c1	1	2.2*	83*	1.7	·	4
21	CCN(CC)CCN(C(=O)c1ccc(Br)s1)c1nc2cc3c(cc2s1)OCCO3	1	1.1	8	-0.9	-5	6
22	CCCOC(=O)CSc1nnc(-c2ccc(Cl)cc2Cl)o1	0.8	0.8	1	1.2	-51	14
23	N#Cc1c(-c2ccccc2)nc(SCC(=O)Nc2nnc(C(F)(F)F)s2)[nH]c1=O	0.9	1.1	-11	0.1	-11	7
24	O=C(O)c1ccc(Sc2nnnn2-c2ccccc2)c([N+](=O)[O-])c1	0.9	1	-6	4.7	·	4
25	COc1ccc(C2N(c3ccc(Cl)cc3)N=C(C(C)=O)N(C)N2C(C)=O)cc1 (stereo unspecified)	0.8	1	58*	-0.3	16	6
26	CCOC(=O)c1c(C)[nH]c(C(=O)/C(C#N)=C/c2ccc(OC(F)F)c(OC)c2)c1C	0.8	0.9	-4	0.6	-13	8
27	O=C(c1ccc(CNc2c(N3CCCC3)c(=O)c2=O)cc1)N1CCN(C2CCCCC2)CC1	0.9	1	-4	0.2	-17	13
28	Cc1cc(C(=O)N2CCN(c3ncccn3)CC2)c2cc(F)ccc2n1	0.8	0.9	-2	-0.7	-12	5
29	CCCCNC(=O)C(=O)NC(C)CCc1ccccc1 (stereo unspecified)	0.9	0.9	0	-4.0	·	2
30	COc1cccc(CNC(=O)CCC2CCCN(c3cc(C)nc(N4CCCC4)n3)C2)c1 (stereo unspecified)	1.1	1.1	5	-0.7	-11	3

item	RAM network inh	Hsp70 act	PMI act	TLR4 MyD88 comp	Diaph inh CS
11	0.2	0.0	1	-6	5
12	1.8	-0.8	1	7	17
13	5.5	-0.3	0.9	2	17
14	15*	-0.2	1.2	-7	12
15	4.0	0.4	0.9	1	12
16	1.1	-0.1	1.1	21	0
17	1.1	-0.3	0.9	17	4
18	0.4	0.7	1.1	-4	4
19	2.1	-0.1	1	6	31
20	-0.9	0.1	1.3	16	4
21	1.2	-0.2	0.7	2	4
22	2.8	-0.1	0.9	0	24
23	1.9	-0.2	1.2	2	14
24	2.9	0.4	0.9	2	11
25	2.3	0.7	0.9	-5	21
26	1.9	0.2	0.8	-6	16
27	0.5	-0.2	1	0	7
28	0.9	-0.1	1	-1	19
29	-0.3	-0.1	0.9	11	15
30	1.1	0.1	1	-9	-15

Following part
item	molecule	Diaph act CS	PMI act satM6P	L major viab	Redox H2O2 prof	S1P3 antag	G6PDH counter
31	CC1=C(C(=O)NC(C)C)C2(CCC(C)CC2)OC1=O (stereo unspecified)	1	1.2	-5	-0.8	-22	6
32	C=CCSc1nc2ccsc2c(=O)n1-c1cccnc1	0.9	1.1	6	-1.5	-13	2
33	COc1cc(/C=C/C(=O)O)cc(S(=O)(=O)NCCCC(=O)O)c1OC	1.1	1.1	-6	-1.5	3	-3
34	CC1(c2cccc([N+](=O)[O-])c2)CC(C)(C)N(C(=O)c2ccccc2)c2ccccc21 (stereo unspecified)	0.9	0.9	22	0.9	6	38
35	COc1ccc(NCc2n[nH]nc2-c2ccccc2)cc1Cl	0.8	0.9	10	3.6	-23	-12
36	CCCN(CCC)CCCNC(=S)Nc1ccc2nc3n(c(=O)c2c1)CCCCC3	0.9	1	61*	-0.1	-16	9
37	O=CN(CCN(C=O)CN1CCCCC1)CN1CCCCC1	0.8	0.8	-1	-0.3	-21	6
38	O=C(COC(=O)c1ccccc1-c1nc2ccccc2s1)NC1CCS(=O)(=O)C1 (stereo unspecified)	0.9	1	-6	0.6	4	-4
39	O=C(OCC(=O)N1CCc2ccccc21)c1ccc(Cl)nc1	0.9	1	-6	3.6	·	-9
40	CC12CC3CC(C)(C1)CC(CN1CCOCC1)(C3)C2	1	1.1	3	1.2	·	6
41	Cc1cc(C(=O)COc2cccc(-n3cnnn3)c2)c(C)n1-c1ccccc1	0.8	0.9	10	-0.5	-16	2
42	c1ccc(C2=Nc3ccccc3SC2c2nc3ccccc3[nH]2)cc1 (stereo unspecified)	0.8	1	17	-1.1	·	13
43	COc1cc(C2c3c(oc4ccccc4c3=O)C(=O)N2Cc2ccncc2)ccc1O (stereo unspecified)	1	1.1	-2	0.9	-43	-5
44	CC(C)COc1ccc(Br)cc1CNC(C)(C)C	0.9	1	21	8.2	-16	14
45	O=[N+]([O-])c1ccc(Oc2cccc(Br)c2)c2ccncc12	0.7	0.7	6	0.2	·	11

item	RAM network inh	Hsp70 act	PMI act	TLR4 MyD88 comp	Diaph inh CS
31	-0.3	0.1	1.2	-12	3
32	0.4	0.3	1.1	-8	9
33	-0.2	0.3	1.2	-12	-13
34	5.3	0.0	0.9	-9	11
35	0.0	-0.3	0.8	3	15
36	-0.3	-0.4	0.9	2	10
37	-0.2	-0.1	0.9	8	16
38	0.2	-0.3	0.9	1	8
39	2.8	-0.5	1	7	14
40	-0.2	-0.2	1	7	0
41	3.0	-0.1	1.1	0	17
42	0.2	0.8	0.9	22	19
43	0.7	0.2	1.1	14	-2
44	2.2	-0.3	0.9	7	11
45	0.1	0.1	0.7	-5	29

Next structures follow.
item	molecule	Diaph act CS	PMI act satM6P	L major viab	Redox H2O2 prof	S1P3 antag	G6PDH counter
46	CCOc1ccc(S(=O)(=O)NCCC(=O)NC2=NCCS2)cc1	1	1.1	0	0.1	-5	1
47	CCCNC(=O)COc1ncnc2sc(C)c(C)c12	1	1.1	-5	0.1	·	3
48	O=C(O)Cn1cc(C(=O)c2cccs2)c2ccccc21	0.9	1	-4	0.3	1	-14
49	NC(=O)C1CCN(C(=S)c2cccs2)CC1	0.9	1	-3	0.5	5	-7

item	RAM network inh	Hsp70 act	PMI act	TLR4 MyD88 comp	Diaph inh CS
46	-1.1	-0.2	1.1	3	4
47	-0.3	-0.3	1.1	17	0
48	0.3	0.1	0.9	9	9
49	0.9	-0.4	1	-3	8
